From PubChem BioAssay
M5 PAM: human M5 muscarinic receptor positive allosteric modulators, primary screen, CHO-K1 cells, Fluo-8 calcium fluorescence | Muscarinic acetylcholine receptor M5 (Homo sapiens), P08912 | CHO-K1 hM5, ACh EC20 PAM; 0% = ACh EC20, 100% = ACh EC100 | activation, % at 3 µM | 0.3% of 360,000 active | AID 624038, 2012;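 active means activation above the run cutoff, the mean activation of all test compounds plus 3 SD, cut at about 18% in these data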
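system = human M5 receptor in CHO-K1 cells | reagent = EC20 acetylcholine as agonist stimulus | compound dosing = single-point, 3 µM nominal | incubation = Fluo-8 loading 80 min at 37 °C plus 30 min room temperature | detection = Fluo-8 calcium dye fluorescence, kinetic read | benchmarks = low control EC20 acetylcholine (0%), high control EC100 acetylcholine (100%)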
TAAR1 agonist: human TAAR1 agonists, primary screen, Fluo-8 calcium fluorescence, CHO RD-HGA16 cells. Trace amine-associated receptor 1 (Homo sapiens), Q96RJ0. activation, % at 3 µM. vehicle wells 0%, saturating PEA agonist 100%. AID 624467, 2012. 0.99% of 360,000 active;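 active means activation above the mean activation of all test compounds in the run plus 3 SD, cut at about 38% in these data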
Target sequence (Q96RJ0 whole entry, looked up): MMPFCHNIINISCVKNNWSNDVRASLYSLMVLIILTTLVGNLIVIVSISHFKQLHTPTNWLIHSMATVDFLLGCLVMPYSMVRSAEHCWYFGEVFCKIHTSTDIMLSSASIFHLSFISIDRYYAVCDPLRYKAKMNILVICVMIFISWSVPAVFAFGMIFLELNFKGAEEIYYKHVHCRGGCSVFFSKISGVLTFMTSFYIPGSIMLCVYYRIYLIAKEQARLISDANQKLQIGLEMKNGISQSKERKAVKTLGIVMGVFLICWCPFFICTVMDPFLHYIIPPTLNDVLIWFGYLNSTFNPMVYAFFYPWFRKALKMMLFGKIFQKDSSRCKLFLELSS
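Test system: RD-HGA16 (CHO) cells co-expressing Gα16 and hTAAR1 / Benchmarks: DMSO vehicle as 0%, PEA at EC100 as 100% / Repeats: no replicates (n 1) / Measure: % activation from peak over basal fluorescence ratio, DMSO-to-PEA scaled / Timing: 17-24 h plating, Fluo-8 75 min 37 °C, 30 min RT / Technique: kinetic Fluo-8 calcium fluorescence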
CHRM5 antagonist: human M5 muscarinic receptor antagonists, primary screen, CHO cells, Fluo-8 calcium fluorescence. Muscarinic acetylcholine receptor M5 (Homo sapiens), P08912. CHO-hM5 cells, ACh EC80. inhibition, % at 3 µM. 0.59% of 360,000 active. AID 624040, 2012;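 active means inhibition above a per-plate cutoff, the mean of that plate's test compounds plus 3 SD, cut at about 27% in these data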;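 further: 0% = acetylcholine EC80 with DMSO and 100% = DMSO without agonist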
CRFR2-BP antag: antagonists of CRF-BP/CRF-R2 complex, primary screen, cell-based, HEK293, calcium dye fluorescence, uHTS; CRF-induced calcium fluorescence; inhibition, % at 11.8 µM; 0.59% of 350,000 active;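 active means inhibition of the ligand-induced calcium signal above about 50% at the single tested concentration, limit read from the data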
TAAR1 antag: human TAAR1 antagonists, primary screen, Fluo-8 calcium fluorescence, CHO RD-HGA16 cells. Trace amine-associated receptor 1 (Homo sapiens), Q96RJ0. antagonist. inhibition, % at 3 µM. 1.5% of 360,000 active. AID 624466, 2012;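 active means inhibition above a per-plate cutoff, the mean inhibition of test compounds on that plate plus 3 SD, cut at about 49% in these data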;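 further: 0% = DMSO plus EC80 beta-PEA response and 100% = DMSO alone without agonist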
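Test system: hTAAR1-expressing CHO RD-HGA16 cells, Gα16-coupled; Probe or stimulus: EC80 β-phenethylamine stimulus; Compound dosing: single nominal final test compound concentration of 3 µM; Timing: 140 s kinetic read after compound, 140 s after agonist; Signal: Fluo-8 calcium-sensitive fluorescence; Measure: % inhibition of agonist calcium response; Controls: DMSO and EC80 PEA controls.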
M4 PAM: human M4 muscarinic receptor positive allosteric modulators, primary screen, CHO-K1 cells, Fluo-8 calcium fluorescence; activation, % at 3 µM; CHO-K1 hM4/Gqi5, ACh EC20; 0% = ACh EC20, 100% = maximal ACh; 0.4% of 360,000 active; AID 624126, 2012;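 active means activation above its plate's cutoff, the mean activation of sample wells plus 3 SD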; further: some results filed as inactive read as strong as hits
Target sequence (P08173 whole entry, looked up): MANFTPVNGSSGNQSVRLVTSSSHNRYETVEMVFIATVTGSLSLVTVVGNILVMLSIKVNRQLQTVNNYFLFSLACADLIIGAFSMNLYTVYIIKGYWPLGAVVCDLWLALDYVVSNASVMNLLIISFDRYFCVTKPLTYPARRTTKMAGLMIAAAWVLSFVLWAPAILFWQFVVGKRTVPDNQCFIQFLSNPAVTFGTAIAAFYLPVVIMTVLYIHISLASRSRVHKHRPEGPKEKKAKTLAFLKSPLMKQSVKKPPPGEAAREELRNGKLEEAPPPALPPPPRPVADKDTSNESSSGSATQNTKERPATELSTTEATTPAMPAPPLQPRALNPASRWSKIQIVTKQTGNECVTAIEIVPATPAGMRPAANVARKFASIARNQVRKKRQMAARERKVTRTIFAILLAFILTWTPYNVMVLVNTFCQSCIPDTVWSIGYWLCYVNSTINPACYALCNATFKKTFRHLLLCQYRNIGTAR
CHO-K1 Ca PAM: nonselective calcium activators in parental CHO-K1 cells, primary screen, counter-screen for M1 PAM project, cell-based, Fluo-8 calcium fluorescence, full deck, 1536-well; ATP EC20; 0% at ATP EC20, 100% at ATP max; activation, % at 3 µM; 0.02% of 360,000 active;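 active means activation above the run cutoff, the mean activation of all test compounds plus 3 SD, cut at about 40% in these data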;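 further: peak over basal fluorescence ratio in a 140 s read after ATP addition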
M5 ag: human M5 muscarinic receptor agonists, primary screen, CHO-K1 cells, Fluo-8 calcium fluorescence; 0.19% of 360,000 active; Muscarinic acetylcholine receptor M5 (Homo sapiens), P08912; CHO-K1 hM5 cells; 0% DMSO wells, 100% maximal acetylcholine response; activation, % at 3 µM;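 active means activation above the run's mean over test compounds plus 3 SD, cut at about 23% in these data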;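 further: signal is peak over basal fluorescence ratio across the kinetic read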
CRFBP-R2 agonist: agonists of CRF-BP/CRF-R2 complex, primary screen, cell-based, HEK293, calcium dye fluorescence, uHTS; activation, % at 13.2 µM; 0.46% of 350,000 active; calcium dye fluorescence (FLIPR); percent of saturating CRF peptide response; CRF-binding protein / CRF receptor 2 complex (human); AID 588473, 2011;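 active means activation of at least 50%, plus an integration ratio under a set limit after plate pattern correction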;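 further: plate controls were neutral control wells without compound for no effect and CRF at EC100 for full effect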
* marks the source's active call; other numbers are inactive results; · = not tested or not shown.

1	CN1CCN(C(=O)C2=C[C@@H](c3ccc(Br)cc3)C[C@@H](OCc3ccc(CO)cc3)O2)CC1
2	Cc1sc2nc(CN3CCOCC3)nc(NS(=O)(=O)c3ccc4c(c3)OCCO4)c2c1C
3	O=C(c1ccc(-c2cccc(C(F)(F)F)c2)o1)N1CCCCCCC1
4	O=C(NCc1ccccc1C(F)(F)F)C12CN(Cc3ccccc3)CC1C(c1ccc([N+](=O)[O-])cc1)=NO2 (stereo not drawn)
5	NC(=O)CS(=O)(=O)c1nc2ccccc2n1Cc1ccccc1F
6	COc1cccc(-n2c(Cc3cc(=O)[nH]c(=O)[nH]3)nnc2SC(C)C)c1
7	CC(NC(=O)c1ccccc1NC(=O)CN1CCN(c2ccccc2O)CC1)c1ccccc1 (stereo not drawn)
8	CCN1C(=O)[C@H]2[C@@H](c3ccc(C)cc3)N3C(=O)N(c4ccc(OC)cc4)C(=O)[C@@]3(Cc3ccc(Cl)cc3)[C@H]2C1=O
entry no. | 1 | 2 | 3 | 4 | 5 | 6 | 7 | 8
M5 PAM | 3 | 1 | -1 | 1 | -1 | -8 | -12 | 5
TAAR1 agonist | 12 | 2 | 5 | 1 | 14 | 2 | 25 | 9
CHRM5 antagonist | 6 | 0 | 13 | 9 | 0 | -2 | 18 | -1
CRFR2-BP antag | -7 | 6 | -8 | -1 | 118* | 9 | -25 | -9
TAAR1 antag | 10 | -16 | -7 | 10 | -30 | -27 | 36 | 2
M4 PAM | 8 | -2 | 9 | 4 | -4 | -4 | -5 | 31*
CHO-K1 Ca PAM | 19 | 3 | 29 | 21 | 5 | -2 | 21 | 10
M5 ag | -4 | -4 | 1 | 2 | 0 | 1 | 9 | 1
CRFBP-R2 agonist | -0.4 | -1.1 | -0.9 | -0.1 | 2.2 | -1.3 | 0.3 | 1.5

9	COCCNC(=O)Cn1nc(-c2ccccc2)c2ccccc2c1=O
10	COc1ccc(S(=O)(=O)N2CCC(C(=O)NCc3ccc(C)cc3)CC2)cc1
11	CCN(CC(=O)Nc1c(F)cccc1F)C(=O)C1CC1
12	COc1ccc(NC(=O)/C(Cl)=C(/Cl)S(=O)Cc2ccc(C)cc2)cn1 (stereo not drawn)
13	CCc1c(C)sc(NC(=S)N2CCN(C(=O)C3CCCO3)CC2)c1C(=O)OC (stereo not drawn)
14	CN(CC(=O)Nc1ccccc1N1CCOCC1)S(=O)(=O)c1ccc(F)cc1
15	O=C(N/N=C(\c1ccccc1)c1cccnc1)C(O)(c1ccccc1)c1ccccc1
16	CCN(CC)S(=O)(=O)c1cc(NC(=O)COC(=O)c2sc3ccccc3c2Cl)ccc1C
entry no. | 9 | 10 | 11 | 12 | 13 | 14 | 15 | 16
M5 PAM | 2 | -2 | 2 | 12 | 8 | -14 | -3 | 1
TAAR1 agonist | 4 | 2 | 10 | · | 1 | 13 | 9 | 2
CHRM5 antagonist | 9 | 12 | 6 | 35* | -1 | 17 | -8 | 1
CRFR2-BP antag | -4 | 9 | -6 | · | 0 | -8 | -7 | 2
TAAR1 antag | -2 | 12 | 0 | · | -49 | 8 | 17 | -13
M4 PAM | 0 | 0 | -3 | 0 | 8 | -10 | 3 | 8
CHO-K1 Ca PAM | 9 | 1 | 17 | 20 | 20 | 4 | 12 | 20
M5 ag | -2 | -3 | 3 | 7 | -1 | -1 | -4 | 2
CRFBP-R2 agonist | -0.1 | 0.0 | 1.0 | · | -0.9 | -1.2 | 1.6 | 1.5

17	COc1ccc(NC(=O)Cc2nnc(SCC(=O)NC3=NCCS3)n2C)cc1
18	CCCc1cc(NCCCCO)n2c(nc3ccccc32)c1C#N
19	Cc1cc(C)c(S(=O)(=O)N2CCN(c3ccc([N+](=O)[O-])c(NCc4ccco4)c3)CC2)c(C)c1
20	Cn1cnc2c(=O)[nH]cc([N+](=O)[O-])c21
21	CC[C@H](C)[C@H](NC(N)=O)C(=O)NCCc1ccc(OC)cc1
22	CSc1nc2ccc(NC(=O)c3ccc(F)c(F)c3)cc2s1
23	Cc1cc(C)c(S(=O)(=O)N2CCCCC2CCNC(=O)C(=O)NCc2ccccn2)c(C)c1 (stereo not drawn)
24	CC(=O)c1cccc(NC(=O)C2Cc3c(-c4ccccc4)ccnc3O2)c1 (stereo not drawn)
entry no. | 17 | 18 | 19 | 20 | 21 | 22 | 23 | 24
M5 PAM | 5 | -4 | 1 | 8 | 2 | -3 | -9 | -9
TAAR1 agonist | 9 | 3 | 11 | 4 | 10 | 10 | 2 | 6
CHRM5 antagonist | -10 | 1 | -3 | 4 | 6 | 3 | 13 | 6
CRFR2-BP antag | 24 | -13 | 1 | -3 | 6 | -40 | 3 | ·
TAAR1 antag | -7 | 2 | -6 | -7 | -4 | 16 | -24 | 36
M4 PAM | 3 | 3 | 1 | 8 | -2 | 4 | 1 | -11
CHO-K1 Ca PAM | 2 | 18 | 8 | 7 | 29 | 14 | -8 | -2
M5 ag | 0 | -2 | 2 | 1 | -3 | 0 | -2 | 6
CRFBP-R2 agonist | -2.6 | -0.1 | 4.1 | -0.2 | 0.2 | -1.8 | -0.7 | ·

25	Cc1cc(N2C(=O)C3C4C=CC(C4)C3C2=O)ccc1NC(=O)c1cccs1 (stereo not drawn)
26	O=C(CCC(=O)N1CCOc2ccccc21)NC1CCCCCC1
27	CCn1ccnc1CN(C)Cc1cn(-c2cccc(C)c2)nc1-c1cccc(F)c1
28	COC(=O)C1CCN(C(=O)c2sc3nc(-c4ccccc4)cn3c2C)CC1
29	Cc1ccc(S(=O)(=O)N2CCN(C(=O)c3cc(S(=O)(=O)N4CCOCC4)ccc3F)CC2)cc1
30	N#CCCN(C(=O)COC(=O)C1CCN(S(=O)(=O)c2cccs2)CC1)c1ccccc1
31	COc1ccc(N(CC(=O)Nc2ccccc2C(=O)NCC(C)C)S(C)(=O)=O)cc1
32	CCOCCCNC(=O)C(NC(=O)CNC(C)=O)c1ccc(C)cc1 (stereo not drawn)
entry no. | 25 | 26 | 27 | 28 | 29 | 30 | 31 | 32
M5 PAM | -1 | -6 | -18 | -3 | 3 | -3 | -6 | 5
TAAR1 agonist | 1 | 0 | 6 | 3 | 0 | 2 | 0 | 12
CHRM5 antagonist | 0 | 3 | 22 | 2 | 6 | 6 | 2 | -3
CRFR2-BP antag | 17 | 74* | -11 | -43 | 3 | -16 | -20 | -13
TAAR1 antag | 5 | -3 | -20 | 8 | -9 | 24 | 1 | -2
M4 PAM | -8 | 7 | -5 | -3 | 9 | 13 | 6 | 3
CHO-K1 Ca PAM | -13 | 16 | 4 | -3 | 20 | 15 | 2 | 18
M5 ag | -1 | 2 | -8 | 1 | 3 | 5 | 0 | 2
CRFBP-R2 agonist | -3.4 | 0.1 | 3.8 | 1.8 | -0.8 | 5.9 | 5.4 | -1.4

Single records, as listed above. Order of values: M5 PAM, TAAR1 agonist, CHRM5 antagonist, CRFR2-BP antag, TAAR1 antag, M4 PAM, CHO-K1 Ca PAM, M5 ag, CRFBP-R2 agonist
Shown for COc1ccc(N(CC(=O)Nc2ccccc2C(=O)NCC(C)C)S(C)(=O)=O)cc1 = -6, 0, 2, -20, 1, 6, 2, 0, 5.4
Shown for Cc1ccc(S(=O)(=O)N2CCN(C(=O)c3cc(S(=O)(=O)N4CCOCC4)ccc3F)CC2)cc1 = 3, 0, 6, 3, -9, 9, 20, 3, -0.8
Shown for COC(=O)C1CCN(C(=O)c2sc3nc(-c4ccccc4)cn3c2C)CC1 = -3, 3, 2, -43, 8, -3, -3, 1, 1.8
Shown for CCOCCCNC(=O)C(NC(=O)CNC(C)=O)c1ccc(C)cc1 (stereo not drawn) = 5, 12, -3, -13, -2, 3, 18, 2, -1.4
Shown for Cc1cc(N2C(=O)C3C4C=CC(C4)C3C2=O)ccc1NC(=O)c1cccs1 (stereo not drawn) = -1, 1, 0, 17, 5, -8, -13, -1, -3.4

Going on with the list.
33	O=C(/C=C\c1cn(-c2ccccc2)nc1-c1ccc2c(c1)OCCO2)N1CCOCC1
34	CCN(c1ccccc1)S(=O)(=O)c1cc(C(=O)NCC(c2ccc(OC)cc2)N(C)C)ccc1C (stereo not drawn)
35	Nc1ccc2sc(N)nc2c1
36	Cc1cccc(NC2SC(=O)NC2=O)c1 (stereo not drawn)
37	CCOC(=O)/C(C#N)=C/c1cc2ccc(C)cc2nc1Cl
38	COc1ccc(Cc2c(N)nc(C)nc2N)cc1
39	CCCCNC(=O)C1C2C=CC3(CN(Cc4ccccc4Cl)C(=O)C13)O2 (stereo not drawn)
40	CSc1ncc(Cl)c(C(=O)NCc2ccc3c(c2)OCO3)n1
entry no. | 33 | 34 | 35 | 36 | 37 | 38 | 39 | 40
M5 PAM | -2 | -39 | -6 | 9 | 3 | 4 | -3 | -3
TAAR1 agonist | 9 | 1 | 0 | 1 | 3 | 0 | 2 | 10
CHRM5 antagonist | 3 | 9 | 4 | 3 | -2 | 5 | -1 | -5
CRFR2-BP antag | -11 | -5 | 5 | 0 | 17 | 28 | 13 | 14
TAAR1 antag | 9 | -13 | -13 | -10 | -8 | 7 | -19 | 6
M4 PAM | -4 | -10 | 9 | 0 | 3 | 4 | -2 | 3
CHO-K1 Ca PAM | 5 | 15 | 6 | 1 | -14 | -11 | 22 | -8
M5 ag | 7 | -11 | 5 | 3 | 2 | -3 | -3 | -2
CRFBP-R2 agonist | 2.5 | 0.5 | -1.0 | -0.8 | 0.7 | -0.6 | 0.8 | -3.8

41	CCOC(=O)c1c(NC(=O)C2c3ccccc3Oc3ccccc32)sc(C(=O)N(CC)CC)c1C
42	COc1cc2c(cc1OC)CN(CC(=O)Nc1cccc(C(F)(F)F)c1)CC2
43	O=C(NN1CCCCC1)c1ccc(COc2ccc(Cl)cc2)cc1
44	COc1ccc(-c2noc(C3CCCN(C(=O)c4ccccc4C)C3)n2)cc1 (stereo not drawn)
entry no. | 41 | 42 | 43 | 44
M5 PAM | -2 | -2 | -7 | -14
TAAR1 agonist | · | 0 | 14 | 6
CHRM5 antagonist | -2 | -4 | 6 | 8
CRFR2-BP antag | 3 | -1 | -6 | 19
TAAR1 antag | · | -12 | 9 | 12
M4 PAM | -10 | -2 | -3 | -6
CHO-K1 Ca PAM | 12 | 4 | 16 | -4
M5 ag | -1 | -9 | 1 | 3
CRFBP-R2 agonist | 0.1 | -1.6 | -0.6 | -0.6
